# Source: PubChem
# NALP3 yeast inh – NALP3 inflammasome inhibitors in reconstituted yeast, primary screen, luminescence, uHTS; Yeast reconstituted NLRP3/ASC/caspase-1, beta-gal luminescence, 24 h; inhibition, % at 10 µM; 0.39% of 330,000 active; AID 2825, 2010;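 active = inhibition of 50% or more; inactive = inhibition below 50%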;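 also: plate controls were induced DMSO wells for no effect and uninduced yeast grown without galactose for full effect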
# mIAP activ – activators of mouse IAP, primary screen, biochemical, luminescence, uHTS; activation factor at 10 µM; 0.24% of 330,000 active; muIAP, CDP-Star luminescence, 30 min; stronger effect = higher value; 1 = vehicle-only enzyme signal, 0 = enzyme-free wells;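 active = activation factor of at least 2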; also: the source names both 10 and 20 µM as test concentration; values of inactives mirror those of a sister screen read the other way
#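 Assay system: mouse IAP enzyme / Compound: DMSO-dissolved test compounds / Timing: 30 min, room temperature / Measured by: luminescence from enzymatic CDP-Star hydrolysis / Control set: DMSO-only wells, enzyme-free buffer wells as negative control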
# hIAP block – human IAP inhibitors, primary screen, biochemical, luminescence, uHTS; Intestinal-type alkaline phosphatase (Homo sapiens), P09923; purified IAP, CDP-Star luminescence, 30 min; inhibition, % at 10 µM; 0.12% of 330,000 active; AID 2544, 2010;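 active = inhibition reaching a set limit with compound at 10 µM in the primary screen, cut at about 35% in these data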;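 also: plate controls were DMSO wells with enzyme for no effect and no-enzyme buffer wells for full effect; values of inactives mirror those of a sister screen read the other way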
# Target sequence (P09923 whole entry, looked up): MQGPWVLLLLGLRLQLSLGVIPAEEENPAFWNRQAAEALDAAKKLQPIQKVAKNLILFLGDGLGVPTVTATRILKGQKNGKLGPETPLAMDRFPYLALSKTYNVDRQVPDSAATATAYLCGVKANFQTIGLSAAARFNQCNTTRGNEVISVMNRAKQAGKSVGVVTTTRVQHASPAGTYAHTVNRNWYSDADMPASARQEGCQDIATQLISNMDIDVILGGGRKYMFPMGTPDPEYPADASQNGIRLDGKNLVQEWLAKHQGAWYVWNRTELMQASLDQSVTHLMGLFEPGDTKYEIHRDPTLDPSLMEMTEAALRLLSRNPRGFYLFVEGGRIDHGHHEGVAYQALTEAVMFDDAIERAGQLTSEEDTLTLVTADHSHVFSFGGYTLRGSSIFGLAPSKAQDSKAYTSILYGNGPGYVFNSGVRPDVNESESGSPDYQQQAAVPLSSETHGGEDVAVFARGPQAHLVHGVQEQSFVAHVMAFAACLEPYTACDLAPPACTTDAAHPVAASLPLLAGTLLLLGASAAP
# mIAP inh – inhibitors of mouse IAP, primary screen, biochemical, luminescence, uHTS; AID 2806, 2010; inhibition, % at 10 µM; 0.2% of 330,000 active; purified mouse IAP, CDP-Star luminescence, 30 min;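 active = inhibition of at least 40% at 10 µM in the primary screen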;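 also: plate controls were DMSO with enzyme for no effect and no enzyme wells for full effect; values of inactives mirror those of a sister screen read the other way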
# ATG4B inhibitor – ATG4B protease inhibitors, primary screen, biochemical, fluorescence, uHTS. inhibition, % at 8.33 µM. ATG4B cleavage of LC3-PLA2, NBD-HPC fluorescence, 1 h. 0.51% of 340,000 active. Cysteine protease ATG4B (Homo sapiens), Q9Y4P1; in the data active = inhibition above about 40%
# Target sequence (Q9Y4P1 whole entry, looked up): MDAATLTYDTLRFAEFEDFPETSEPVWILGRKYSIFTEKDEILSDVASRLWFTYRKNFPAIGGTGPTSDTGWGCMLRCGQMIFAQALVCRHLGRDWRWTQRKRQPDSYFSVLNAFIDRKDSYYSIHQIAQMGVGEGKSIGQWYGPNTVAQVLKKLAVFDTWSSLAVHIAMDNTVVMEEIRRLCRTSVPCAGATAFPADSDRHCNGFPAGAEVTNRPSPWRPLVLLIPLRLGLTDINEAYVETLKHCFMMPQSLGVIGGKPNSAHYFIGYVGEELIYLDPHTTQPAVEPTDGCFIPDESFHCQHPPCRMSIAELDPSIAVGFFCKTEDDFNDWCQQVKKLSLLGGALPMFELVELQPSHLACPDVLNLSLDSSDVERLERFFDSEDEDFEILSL
# TIM10 inh – growth inhibitors of isogenic TIM10 control yeast, primary screen, counter-screen for tim10-1 yeast inhibitor project, luminescence, uHTS. S. cerevisiae TIM10 strain growth, BacTiter-Glo luminescence, 24 h. inhibition, % at 10 µM. 1.4% of 330,000 active. AID 463195, 2010;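 active = inhibition of 40% or more at the single tested concentration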;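 also: wild-type TIM10 isogenic control strain grown at permissive 25 °C; 0% = DMSO yeast wells and 100% = minimal medium wells without yeast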
# hIAP act – human IAP activators, primary screen, biochemical, luminescence, uHTS. 0.16% of 330,000 active. AID 2524, 2010. purified human IAP, CDP-Star luminescence, 30 min; stronger effect = higher value; 1 = vehicle-only enzyme, 0 = enzyme-free background. Intestinal-type alkaline phosphatase (Homo sapiens), P09923. activation factor at 10 µM;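 active = activation factor of the enzyme at least 2-fold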; also: the source names both 10 and 20 µM as test concentration; values of inactives mirror those of a sister screen read the other way
# Apaf-1 inh – inhibitors of human Apaf-1 apoptosome, primary screen, biochemical, DEVD-Rh110 fluorescence, uHTS; Apoptotic protease-activating factor 1 (Homo sapiens), O14727; reconstituted apoptosome caspase-3 activity; inhibition, % at 20 µM; 0.71% of 330,000 active; AID 489030, 2010; active = inhibition of at least 40% at 20 µM;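 also: plate controls were DMSO wells for no effect and DEVD-CHO caspase inhibitor wells for full effect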
#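 System: reconstituted apoptosome with Apaf-1, cytochrome c, caspase-9, procaspase-3, dATP; Signal: Rh110 fluorescence intensity; Schedule: 30 min compound preincubation, 50 min activation, room temperature; Reagent: cytochrome c trigger plus (Z-DEVD)2-Rh110 caspase-3 substrate.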
# tim10-1 inh – growth inhibitors of tim10-1 mutant yeast, primary screen, luminescence, uHTS. 2.2% of 330,000 active. S. cerevisiae tim10-1 ts strain growth, BacTiter-Glo, 24 h. AID 463190, 2010. inhibition, % at 20 µM;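 active = inhibition of at least 40%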;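 also: mutant grown at 25 °C; 0% = DMSO wells with yeast and 100% = wells holding no yeast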
# * hit, by the source's call; . = no result given. Compounds as they come (roughly 4.5% active in at least one column).
SMILES,NALP3 yeast inh,mIAP activ,hIAP block,mIAP inh,ATG4B inhibitor,TIM10 inh,hIAP act,Apaf-1 inh,tim10-1 inh
CC(C)CC(=O)N1CCN(CC2CC=CCC2)CC1 (centres undefined),18,0.98,-5,2,13,-4,1,1,-3
COC(=O)c1ccccc1NC(=O)CN(C)S(=O)(=O)c1ccc(OC)c(C)c1,9,0.95,-5,5,-4,-2,1,8,31
CCOC(=O)C1CCN(C(=O)C(C)Oc2ccc(C(=O)c3ccccc3)cc2)CC1 (centres undefined),3,0.94,8,6,2,13,0.92,-5,21
O=C(NC(=S)Nc1cccc(-c2ccc(CO)o2)c1)c1cccs1,21,0.82,16,18,-4,38,0.84,10,22
O=C(NN=C1CCCC1)C1COc2ccccc2O1 (centres undefined),5,0.95,-1,5,-6,0,1,-7,-1
O=C1CN(C(=O)COC(=O)[C@@H]2CCCN2S(=O)(=O)c2ccc(Cl)cc2)c2ccccc2N1,-3,1.1,17,-7,-8,-2,0.83,-2,7
COCCC(=O)N1CCC(Oc2ccc(C(=O)N3CCC(N(C)C)C3)cc2)CC1 (centres undefined),4,1,0,-1,13,6,1,-3,15
COc1ccc(C(=O)N/N=C(\C)CC(=O)Nc2cccc(C(F)(F)F)c2)cc1,16,0.95,13,5,-4,-4,0.87,-9,2
COc1ccc([C@@H]2[C@@H]3C(=O)N(C(C)(C)C)C(=O)[C@@H]3[C@]3(CC(C)C)C(=O)N(c4ccc(C(F)(F)F)cc4)C(=O)N23)cc1,24,0.99,-22,1,0,11,1.2,10,1
O=S(=O)(Cc1ccccc1)N1CCCC1,7,0.91,9,9,9,5,0.91,-6,11
O=C(Cc1ccccc1)Nc1ccc(CN2CCOCC2)cc1,3,1.1,1,-14,4,-9,0.99,-9,-6
Cc1ccc(CNc2ncnc(N)c2[N+](=O)[O-])cc1,11,0.98,4,2,-7,-7,0.96,1,17
O=C(CNC(=O)c1ccc(Cl)cc1)OC1CCOC1=O (centres undefined),-3,0.96,15,4,4,-7,0.85,-9,-7
CCOC(=O)C1CCCCN1C(=O)CCc1nnc(-c2ccc3c(c2)OCO3)o1 (centres undefined),12,1,2,-1,27,-3,0.98,-7,17
O=C(COc1cccnc1[N+](=O)[O-])NCc1cccs1,11,0.93,6,7,-4,5,0.94,-10,-12
Cc1ccc(N=C(N(C)C)P(=O)(N(C)C)N(C)C)c(C)c1,15,0.94,1,6,-16,12,0.99,-10,7
CCOc1ccc(CCNC(=O)CS(=O)Cc2nc(-c3ccc(OC)cc3)oc2C)cc1OCC (centres undefined),-9,1,8,-3,-5,10,0.92,19,15
O=C(CS(=O)(=O)c1c[nH]c2ccccc12)Nc1ccc(F)cc1,19,1,13,-3,-6,2,0.87,-11,-4
CC(=O)c1cc2c(cc1NC(=O)Nc1cccc(Cl)c1)OCCO2,18,0.94,-7,6,-2,17,1.1,7,33
COc1ccc(OC)c(N(C(=O)c2ccco2)C(C(=O)NC2CCCC2)c2cc(OC)c(OC)c(OC)c2)c1 (centres undefined),10,0.99,-18,1,3,4,1.2,6,16

# Compound profiles (already shown):
# `COC(=O)c1ccccc1NC(=O)CN(C)S(=O)(=O)c1ccc(OC)c(C)c1` across the screens: NALP3 yeast inh = 9; mIAP activ = 0.95; hIAP block = -5; mIAP inh = 5; ATG4B inhibitor = -4; TIM10 inh = -2; hIAP act = 1; Apaf-1 inh = 8; tim10-1 inh = 31
# `O=S(=O)(Cc1ccccc1)N1CCCC1` across the screens: NALP3 yeast inh = 7; mIAP activ = 0.91; hIAP block = 9; mIAP inh = 9; ATG4B inhibitor = 9; TIM10 inh = 5; hIAP act = 0.91; Apaf-1 inh = -6; tim10-1 inh = 11

# (continued)
SMILES,NALP3 yeast inh,mIAP activ,hIAP block,mIAP inh,ATG4B inhibitor,TIM10 inh,hIAP act,Apaf-1 inh,tim10-1 inh
Cc1oc(-c2ccccc2Cl)nc1CS(=O)(=O)CC(=O)N1CCOCC1,10,1,-12,-1,-5,-8,1.1,2,4
Cc1ccc2cccc(OCc3ccc(F)cc3)c2n1,15,0.99,-27,1,4,1,1.3,-12,17
CN(Cc1cccs1)C(=O)CN1C(=O)c2ccccc2S1(=O)=O,15,0.97,6,3,-7,6,0.94,-3,-8
Cc1ccc(C(=O)C(C)OC(=O)Cc2n[nH]c(=O)c3ccccc23)cc1C (centres undefined),13,0.96,-2,4,4,2,1,11,-2
CCCOC(=O)c1ccc(Oc2cn[nH]c2-c2ccc(OCC(=O)NN)cc2O)cc1,9,1.1,-97,-5,5,-15,2,-14,-82
Cc1c(C(=O)Nc2ccc(S(=O)(=O)N3CCOCC3)cc2)cccc1[N+](=O)[O-],10,0.94,19,6,-4,-6,0.81,7,-2
O=C(CCC1CCCN(C(=O)C2=CCCCC2)C1)N1CCN(c2ccccn2)CC1 (centres undefined),12,1.1,-7,-7,15,22,1.1,3,14
CCOC(=O)C1(CC2CCCCO2)CCN(C(=O)Nc2ccc(C(=O)OC)cc2)CC1 (centres undefined),9,1.5,-5,-51,-9,-18,1.1,1,4
CC(C)N1C(=O)CCC1C(=O)NCc1cccs1 (centres undefined),-2,1,6,0,2,-12,0.94,-5,7
COC(=O)Nc1ccc(S(=O)(=O)NNC(=O)c2c(O)c3ccccc3[nH]c2=O)cc1,10,0.9,15,10,1,-5,0.85,-2,-26
O=C(Nc1nc(-c2ccccc2)cs1)c1ccco1,-7,1,1,-5,-10,16,0.99,-8,22
CCOC(=O)c1cnn(-c2sc(C(=O)OCC)c(C)c2C(=O)OCC)c1N,5,0.95,7,5,13,10,0.93,2,8
CNS(=O)(=O)c1cccc(C(=O)OCC(=O)c2cc(C)n(-c3ccc4c(c3)OCO4)c2C)c1,-4,0.97,-6,2,-5,-4,1.1,11,10
CCCCNc1ccc(C(=O)Nc2cccc(C)n2)cc1[N+](=O)[O-],40,0.84,-17,16,10,12,1.2,1,6
O=C(c1ccc(F)cc1)N1CCN(Cc2ccccc2)CC1,28,0.98,3,2,0,5,0.97,8,-4
CCC(=O)Nc1cccc(Oc2nc(C)cc(C)c2C#N)c1,14,1.1,2,-11,2,1,0.98,-6,20
CCOc1cc(N2CCOCC2)c(OCC)cc1NC(=O)COc1ncnc2ccc(Br)cc12,17,0.98,21,2,-2,-10,0.79,-1,-9
Cc1cc(NC(=O)c2cc([N+](=O)[O-])ccc2Cl)no1,0,1,11,-5,-3,-17,0.89,-27,-28
Cc1nnc(SCC(=O)Nc2ccc3c(c2)OCO3)n(N)c1=O,-1,0.98,-3,2,6,3,1,-18,11
Cc1cccc(/C=C/c2onc(C)c2[N+](=O)[O-])n1,89*,1,-31,-1,7,68*,1.3,-17,64*
COc1ccc2[nH]c(=O)c(CN(Cc3cccs3)C(=S)Nc3cccc(C)c3)cc2c1,-2,0.96,-7,4,-2,14,1.1,5,15
CC(=O)Nc1ccc(C(=O)N/N=C/c2ccc(F)cc2)cc1,14,1.1,-12,-8,3,-3,1.1,10,-12
CCOc1ccc(S(=O)(=O)N(C)c2ccc(OCC(=O)NCc3ccc(C(=O)OC)cc3)cc2)cc1,9,1.2,-12,-17,-12,16,1.1,0,11
CC(C)CC(=O)Nc1cccc(-c2csc(-c3ccccc3)n2)c1,28,1.6,25,-56,1,26,0.75,11,32
CCOC(=O)c1cc(OC(=O)c2cccs2)n(-c2ccccc2)n1,8,1,-15,-4,15,10,1.2,-9,19
Cc1ccc(-c2nnn(CC(=O)NCCC3=CCCCC3)n2)cc1,3,1.1,-9,-6,0,8,1.1,4,17
COc1ccc(CCNC(=O)c2ccc(Cl)nc2)cc1,14,1.2,-10,-16,1,-4,1.1,-9,-4
Cc1ccc(S(=O)(=O)Nc2cc(Cl)c(O)cc2C)cc1,-27,1,6,-3,16,22,0.94,1,32
O=C(CCn1nnc2ccccc21)Nc1nnc(Cc2ccccc2)s1,13,0.98,-2,2,-1,7,1,0,11
CC(C)=C1C(=O)NN(c2cccc(Cl)c2)C1=O,10,0.96,3,4,2,-16,0.97,8,-71
Cc1cc(C2C(=O)c3ccccc3C2=O)c(C)c(C)c1C,27,0.92,3,8,7,12,0.97,0,6
Cc1ccc(NC(=O)CSc2nc(O)cc(=O)n2-c2ccc(C)cc2)cc1,15,1,6,-4,-9,10,0.94,11,7
CC(C)Sc1nc2ccc(N3C(=O)C4CCCCC4C3=O)cc2s1 (centres undefined),6,0.93,5,7,-4,1,0.95,-2,0
CCCn1c(=N)c(C#N)cc2c(=O)n3cccc(C)c3nc21,-4,1.2,3,-20,.,-2,0.97,-4,11
N#Cc1ccc(S(=O)(=O)N2CCCN(c3ccc(C(F)(F)F)cn3)CC2)cc1,11,0.95,8,5,-9,-19,0.92,1,-1
CC(C)NS(=O)(=O)c1ccc(OCC(=O)NCc2cccnc2)cc1,1,0.99,5,1,-3,1,0.95,-25,6
O=C(Nc1nc(N2C(=O)c3ccccc3C2=O)n(-c2ccccc2)n1)c1ccccc1,-2,0.94,-39,6,0,7,1.4,-1,6
Cc1cc(NC(=S)N(Cc2ccc(Br)cc2)Cc2ccc(C(=O)O)cc2)ccc1Cl,2,1,3,-4,16,18,0.97,20,22
Cc1cc(-n2ccnc2)n2c(nc3ccccc32)c1C#N,11,1,-26,-4,0,-8,1.3,5,-3
O=C(CSc1nnc(CNC(=O)c2cccs2)o1)NC1CCCCC1,11,0.98,17,2,-10,-3,0.83,-3,7

# Part of the list above, limited to hIAP act, Apaf-1 inh and hIAP block:
SMILES | hIAP act | Apaf-1 inh | hIAP block
Cc1ccc(NC(=O)CSc2nc(O)cc(=O)n2-c2ccc(C)cc2)cc1 | 0.94 | 11 | 6
CC(C)Sc1nc2ccc(N3C(=O)C4CCCCC4C3=O)cc2s1 (centres undefined) | 0.95 | -2 | 5

# Next part
SMILES,NALP3 yeast inh,mIAP activ,hIAP block,mIAP inh,ATG4B inhibitor,TIM10 inh,hIAP act,Apaf-1 inh,tim10-1 inh
CC(C)CC1NC(=O)N(CC(=O)Nc2cccc(Br)c2)C1=O (centres undefined),-4,1.2,-6,-15,-32,-11,1.1,4,-8
NS(=O)(=O)c1ccc(NC(=O)COC(=O)CSCc2ccc(F)cc2)cc1,-5,0.95,14,5,-12,2,0.86,-5,-6
O=C(CSc1nc(-c2ccc(F)cc2)cs1)N1CCc2ccccc21,-19,0.92,14,8,1,-3,0.86,-13,8
CCOc1ccc(-n2nnnc2SCC(=O)Nc2cccc(O)c2)cc1,8,0.95,-6,5,-7,3,1.1,-2,2
COc1cc(Cl)ccc1OCc1cc(C(=O)N2C[C@]3(C)C[C@H]2CC(C)(C)C3)no1,4,0.96,-11,4,9,32,1.1,32,34
CN(Cc1ccccc1)C(=O)COc1ccc(-c2nnco2)cc1,32,1,7,0,-8,-21,0.93,-2,8
COc1ccc(CNC(=O)Nc2cccc(Cl)c2)cc1,12,1.8,-8,-80,-1,9,1.1,-5,-27
CCN(CC)S(=O)(=O)c1ccc(N2CCOCC2)c(NC(=O)c2cc(=O)[nH]c3ccccc23)c1,11,1.1,-15,-6,-2,-3,1.2,11,9
